# Assay outcomes (PubChem BioAssay)
# MazF activator – increases E. coli MazEF RNase cleavage of RNA. FAM/BHQ RNA-DNA oligo cleavage fluorescence, 5 h. P0AE70. activation, % at 20 µM. actives 0.32% (n = 350,000); in the data active means activation above about 50%
# Target sequence (P0AE70 whole entry, looked up): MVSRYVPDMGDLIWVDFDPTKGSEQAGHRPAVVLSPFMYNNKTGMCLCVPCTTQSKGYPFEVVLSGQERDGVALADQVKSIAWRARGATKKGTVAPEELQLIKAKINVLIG
# Rv3671c protease – inhibitors of M. tuberculosis serine protease Rv3671c | P9WHR9 | inhibition, % at 5.96 µM | actives 0.048% (n = 320,000) | AID 2606; in the data active means inhibition above about 38%;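 further: extracellular domain of Rv3671c used as enzyme; 0% = enzyme with DMSO and 100% = no enzyme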
# GDH-TPI inh – counter-screen for M. tuberculosis FBA inhibitors: GDH-TPI coupled enzymes; GDH-TPI coupled enzyme counterscreen, NADH absorbance; inhibition, % at 4.8 µM; actives 1.2% (n = 360,000);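 further: 0% = DMSO wells and 100% = wells lacking the enzyme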
# CCHF vOTU inh – blocks the CCHF virus ovarian tumor domain protease; CCHFV vOTU protease, Pep-AMC fluorescence; inhibition, % at 11.5 µM; actives 0.55% (n = 370,000); AID 651958; further: 0% = vehicle wells with enzyme and 100% = no enzyme wells
# Mtb BioA inh – blocks M. tuberculosis BioA enzyme activity | inhibition, % at 9.99 µM | purified M. tuberculosis BioA enzyme, plate reader | actives 0.096% (n = 360,000); in the data active means inhibition above about 40%; inconclusive means no clear call, values can overlap the other calls
# BoNT-F LC inh – inhibitors of Botulinum neurotoxin F light chain protease. inhibition, % at 10 µM. Multiplex microsphere protease cleavage assay, flow cytometry. actives 0.22% (n = 360,000). AID 588497; in the data active means inhibition above about 35%, passing the limit was not always enough; inconclusive means no clear call, values can overlap the other calls; further: plate controls were buffer without enzyme for full effect and enzyme alone for no effect
# VHR inh abs – DUSP3 (human) phosphatase inhibition. P51452. recombinant VHR phosphatase, pNPP absorbance. inhibition, % at 13.3 µM. actives 0.52% (n = 290,000); in the data active means inhibition above about 50%; further: some compounds called inactive have numbers as strong as hits
# Target sequence (P51452 whole entry, looked up): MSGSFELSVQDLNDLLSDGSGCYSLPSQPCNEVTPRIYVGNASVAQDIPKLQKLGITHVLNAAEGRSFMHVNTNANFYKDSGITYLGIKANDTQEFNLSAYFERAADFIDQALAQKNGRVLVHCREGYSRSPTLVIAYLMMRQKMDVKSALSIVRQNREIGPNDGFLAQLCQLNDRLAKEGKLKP
# Mtb UGM inh – blocks M. tuberculosis UGM enzyme | P9WIQ1 | inhibition, % at 10 µM | purified UGM, fluorescence polarization probe displacement | actives 0.06% (n = 320,000); in the data active means inhibition above about 10%, passing the limit was not always enough; inconclusive means no clear call, values can overlap the other calls
# Target sequence (P9WIQ1 whole entry, looked up): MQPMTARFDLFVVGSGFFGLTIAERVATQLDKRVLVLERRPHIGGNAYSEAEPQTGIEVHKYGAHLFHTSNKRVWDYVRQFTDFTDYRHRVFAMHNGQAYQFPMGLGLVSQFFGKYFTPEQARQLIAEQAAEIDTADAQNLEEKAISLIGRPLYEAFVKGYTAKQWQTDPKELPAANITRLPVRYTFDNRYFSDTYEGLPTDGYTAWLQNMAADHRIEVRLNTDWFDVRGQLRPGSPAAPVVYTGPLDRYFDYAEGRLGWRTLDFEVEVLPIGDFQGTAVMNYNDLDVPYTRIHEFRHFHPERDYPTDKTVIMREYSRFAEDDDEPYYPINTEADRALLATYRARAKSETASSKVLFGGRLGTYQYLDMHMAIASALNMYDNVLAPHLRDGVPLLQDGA
# FadD28 binding – M. tuberculosis FadD28 bisubstrate binding inhibition | FadD28 bisubstrate probe binding, fluorescence polarization | inhibition, % at 12.5 µM | actives 0.22% (n = 360,000) | AID 588549; in the data active means inhibition above about 8.5%, passing the limit was not always enough; inconclusive means no clear call, values can overlap the other calls
# FBA Mtb inh – inhibitors of M. tuberculosis fructose-bisphosphate aldolase; P9WQA3; purified M. tuberculosis FBA, fluorescence read-out; inhibition, % at 1 µM; actives 2.3% (n = 360,000); AID 588726; in the data active means inhibition above about 27%;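 further: 0% = vehicle and 100% = reference inhibitor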
# Target sequence (P9WQA3 whole entry, looked up): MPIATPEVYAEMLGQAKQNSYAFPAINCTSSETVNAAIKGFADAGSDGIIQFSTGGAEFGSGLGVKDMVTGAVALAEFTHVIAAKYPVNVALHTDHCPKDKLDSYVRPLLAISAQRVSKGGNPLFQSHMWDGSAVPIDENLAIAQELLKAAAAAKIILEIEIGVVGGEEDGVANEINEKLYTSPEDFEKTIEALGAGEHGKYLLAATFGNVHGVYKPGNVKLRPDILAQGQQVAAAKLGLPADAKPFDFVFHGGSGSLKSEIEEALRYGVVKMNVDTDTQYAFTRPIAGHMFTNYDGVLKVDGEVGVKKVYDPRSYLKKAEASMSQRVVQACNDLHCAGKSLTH
# The depositor's hits bear a star; u = inconclusive; x = no result given. Unless noted, no stated cut-off is given here; in the data, active means inhibition above about 30%; inactive means the rest. Hits appear at their usual frequency; overall some 4.9% were active at least once.
# Second line of a record – MazF activator	Rv3671c protease	GDH-TPI inh	CCHF vOTU inh	Mtb BioA inh	BoNT-F LC inh	VHR inh abs	Mtb UGM inh	FadD28 binding	FBA Mtb inh
- Cc1cc(C)cc(OCC(O)CN2CCC(CN3C(=O)c4cccc5cccc(c45)C3=O)CC2)c1 (stereo not drawn)
    -28	3	23	10	-0.9	-7	x	0.8	-4.9	5
- Cc1cc(C(=O)Nc2c(C)nn(Cc3ccc(F)cc3)c2C)on1
    7	-3	3	9	-0.7	0	0	1.2	-1.3	5
- Cc1cccc(NC(=O)c2cc3c([nH]c4ccccc43)c(C)n2)c1C
    11	-2	-3	-2	x	0	18	-0.5	-2.0	-1
- COc1ccc(C2SCC(=O)N2Cc2ccccc2)cc1 (stereo not drawn)
    5	-3	4	-8	0.4	u	-4	-0.7	-3.8	1
- Cc1c(-c2ccccc2)c(-c2ccc(OCCN(C)C)cc2)n2ccccc12
    9	x	14	-9	x	-24	x	x	0.9	5
- Cc1cc(=O)[nH]c(N/N=C/C(C)c2ccccc2)n1 (stereo not drawn)
    -2	7	11	-6	-2.2	6	-11	0.9	-0.4	3
- Cc1cc(S(=O)(=O)NC2CCCCC2)ccc1-n1cnnn1
    2	-1	-6	-1	-0.5	-1	12	0.4	-1.1	0
- C#C[C@]1(O)CCC2C3CCC4=Cc5oncc5CC4(C)C3CCC21C (stereo partly drawn)
    -5	-10	-2	4	0.6	-4	x	3.2	-7.9	0
- N#Cc1c(-c2ccccc2)cc(-c2ccccc2)nc1SCCC(=O)O
    3	-9	12	18	5.7	16	4	1.7	-5.9	-3
- O=C(COc1ccccc1Cl)Nc1ccc(N2CCN(C(=O)c3ccccc3)CC2)cc1
    9	8	-6	9	0.3	6	2	0.3	2.3	3
- CCOc1ccc(OCCn2ccnc2)cc1
    -1	-2	6	-7	x	-9	5	6.5	0.2	4
- CCNc1nc(=S)nc(NC(C)C)[nH]1
    -2	-5	-1	5	x	4	46	-0.5	-1.4	0
- O=S(=O)(N/N=C\C=C\c1ccccc1)c1ccccc1
    -1	8	31*	3	2.9	6	x	-0.9	-0.2	-5
- O=C(CCc1nnc(CCCCc2ccccc2)o1)NCCn1cccn1
    4	0	6	12	x	-8	17	-0.7	-1.5	2
- Cc1cc(C)nc(NNS(=O)(=O)c2c(C)cc(C(C)(C)C)cc2C)n1
    -5	x	-3	-1	-0.9	6	x	x	0.2	0

# Brought forward from above: 2 compounds, followed by the next part.
# Second line of a record – MazF activator	Rv3671c protease	GDH-TPI inh	CCHF vOTU inh	Mtb BioA inh	BoNT-F LC inh	VHR inh abs	Mtb UGM inh	FadD28 binding	FBA Mtb inh
- O=C(CCc1nnc(CCCCc2ccccc2)o1)NCCn1cccn1
    4	0	6	12	x	-8	17	-0.7	-1.5	2
- Cc1cc(C)nc(NNS(=O)(=O)c2c(C)cc(C(C)(C)C)cc2C)n1
    -5	x	-3	-1	-0.9	6	x	x	0.2	0
- COc1ccc(/C=N/NC(=O)c2cccc(S(=O)(=O)N3CCCC3)c2)cc1O
    12	1	14	14	-0.6	x	x	-2.3	0.0	3
- CCOC(=O)C1=NN(C(C)=O)C2(CC(=O)N(c3ccc(C)c(C)c3)C2=O)C1 (stereo not drawn)
    3	-3	-3	-1	x	-5	-4	1.0	-3.2	-1
- Cc1ccc(C)c(NC(=O)C(NCC(C)(C)N2CCOCC2)c2ccccc2)c1 (stereo not drawn)
    -10	3	3	-8	-1.7	-2	4	0.5	-0.6	-3
- CC(=O)Nc1ccc(SCC(=O)N2CCN(S(=O)(=O)c3ccccc3)CC2)cc1
    0	-9	5	-10	2.0	-3	21	-3.4	-2.6	0
- O=C(NC1C2CC3CC(C2)CC1C3)c1ccc(Br)o1 (stereo not drawn)
    0	-11	-7	17	-0.4	2	6	2.1	0.0	-1
- CCCN(CC(=O)Nc1ccccc1C)C(=O)c1ccc(OCC(=O)N2CCOCC2)c(OCC)c1
    0	x	0	4	-0.3	-2	x	x	0.0	-1
- CN(CCc1ccccn1)C(=O)CCC1CCCN(C(=O)c2n[nH]c3c2CCCC3)C1 (stereo not drawn)
    4	3	16	-4	x	2	5	4.6	-1.5	-1
- Cc1ccc(OCCN2CCN(c3nc(NCc4ccco4)c4ccccc4n3)CC2)cc1
    -14	-8	9	3	0.9	-1	2	-4.8	-3.2	-1
- Clc1cccc(-c2nc3nc4ccccc4nc3n2Cc2ccco2)c1
    7	-7	33*	-1	2.0	-20	0	-0.3	-2.6	18
- COC(=O)[C@@H]1[C@@H](C)N(Cc2ccccc2)C(=O)N[C@H]1c1ccccc1
    6	-2	6	-9	-1.4	-3	x	1.2	-2.7	2
- CCN1CCN(C(c2cccs2)C(C)NC(=O)c2ccccc2F)CC1 (stereo not drawn)
    8	3	4	-17	-1.8	-6	-7	3.7	0.4	-2
- c1ccc(CCn2c3ccccc3c3nnc(SCc4ccc5nonc5c4)nc32)cc1
    -1	-4	7	-10	x	-12	3	-2.5	-2.4	-2
- O=C(CCC(=O)Nc1ccccc1Cl)N/N=C1\CCCc2ccccc21
    -2	-5	-4	-6	1.0	-3	-5	-3.0	-1.8	-3
- O=[N+]([O-])c1cccc(S(=O)(=O)N/N=C/c2ccc(O)cc2)c1
    8	-7	9	1	x	3	4	0.6	0.5	-2
- Cc1cccc(N(CC(=O)NC2CCCC2)C(=O)c2c(C)noc2C)c1
    3	3	6	-13	0.7	-6	31	-1.4	0.8	1

# Some of the entries so far, with each value named.
c1ccc(CCn2c3ccccc3c3nnc(SCc4ccc5nonc5c4)nc32)cc1
  MazF activator: -1
  Rv3671c protease: -4
  GDH-TPI inh: 7
  CCHF vOTU inh: -10
  Mtb BioA inh: x
  BoNT-F LC inh: -12
  VHR inh abs: 3
  Mtb UGM inh: -2.5
  FadD28 binding: -2.4
  FBA Mtb inh: -2
O=C(CCC(=O)Nc1ccccc1Cl)N/N=C1\CCCc2ccccc21
  MazF activator: -2
  Rv3671c protease: -5
  GDH-TPI inh: -4
  CCHF vOTU inh: -6
  Mtb BioA inh: 1.0
  BoNT-F LC inh: -3
  VHR inh abs: -5
  Mtb UGM inh: -3.0
  FadD28 binding: -1.8
  FBA Mtb inh: -3
O=[N+]([O-])c1cccc(S(=O)(=O)N/N=C/c2ccc(O)cc2)c1
  MazF activator: 8
  Rv3671c protease: -7
  GDH-TPI inh: 9
  CCHF vOTU inh: 1
  Mtb BioA inh: x
  BoNT-F LC inh: 3
  VHR inh abs: 4
  Mtb UGM inh: 0.6
  FadD28 binding: 0.5
  FBA Mtb inh: -2
Cc1cccc(N(CC(=O)NC2CCCC2)C(=O)c2c(C)noc2C)c1
  MazF activator: 3
  Rv3671c protease: 3
  GDH-TPI inh: 6
  CCHF vOTU inh: -13
  Mtb BioA inh: 0.7
  BoNT-F LC inh: -6
  VHR inh abs: 31
  Mtb UGM inh: -1.4
  FadD28 binding: 0.8
  FBA Mtb inh: 1

# The list goes on.
# Second line of a record – MazF activator	Rv3671c protease	GDH-TPI inh	CCHF vOTU inh	Mtb BioA inh	BoNT-F LC inh	VHR inh abs	Mtb UGM inh	FadD28 binding	FBA Mtb inh
- CSc1ccccc1-n1nnnc1SCc1ccccc1
    -11	-5	3	12	-2.1	-7	17	0.5	-0.1	0
- CC(=O)c1cccc(NC(=O)COc2ccc(S(=O)(=O)N3CCCCC3)cc2)c1
    13	-4	7	7	1.3	-12	21	2.8	-5.1	3
- CC(=O)c1cccc(-c2csc(N3CCC(C(N)=O)CC3)n2)c1
    -1	3	16	11	-1.0	-8	x	2.8	-0.6	5
- O=C1C(=O)N(c2ccccc2)C(c2ccccc2)C1c1ccccc1 (stereo not drawn)
    8	x	19	-1	-3.4	-9	x	x	4.0	53*
- COc1ccc(N(C(=O)c2ccn[nH]2)C(C(=O)NC(C)(C)C)c2ccc(F)cc2)cc1 (stereo not drawn)
    4	-8	10	-3	-0.1	-11	20	-2.1	-2.1	5
- Cc1ccc(C(=O)CSc2nn3c(=O)c(C(C)(C)C)nnc3s2)cc1
    47	1	9	-4	-1.9	2	10	0.5	-0.3	0
- CCc1ccc(C(=O)NC(=S)Nc2ccccc2N2CCOCC2)cc1
    -5	-11	5	x	-0.7	6	10	1.9	-0.2	0
- CCCCn1cnc2c(sc3nc4c(cc32)CSC(C)(C)C4)c1=O
    -17	-4	7	9	0.0	19	0	-0.5	0.4	1
- COc1ccc(-n2nnnc2SCc2nc(N)nc(N3CCOCC3)n2)cc1
    3	2	7	-5	-0.8	3	29	0.1	-1.7	-1
- O=C(Nc1cnccn1)c1ccncc1
    2	-2	17	7	x	-4	10	0.2	-3.2	-1
- Cc1ccsc1C(=O)OCC(=O)N1CCc2ccccc2C1
    -5	6	-1	-2	x	-9	22	-1.4	-1.3	1
- CCOc1ccc(Br)cc1S(=O)(=O)Nc1ncn[nH]1
    9	-9	-1	2	-0.2	-6	-3	3.5	-1.2	-1
- Cc1cccc(-c2nc(Nc3ccc(N4CCOCC4)cc3)c3ccccc3n2)c1
    8	13	6	16	-1.5	-43	10	-0.9	-6.5	-8
- Cc1ccc(S(=O)(=O)N(C)C)cc1NC(=O)C(C)OC(=O)/C=C/c1cccs1 (stereo not drawn)
    2	8	-1	5	-0.7	3	-7	-1.5	-2.1	0
- O=C(Nc1ccon1)Nc1ccc(Cl)cc1Cl
    0	-9	-3	7	0.0	-1	19	-2.0	x	0
- C/C(=N/OCC(=O)NCCCCCCNC(=O)CO/N=C(/C)c1cccs1)c1cccs1
    2	6	1	-2	-0.5	-2	-7	-0.1	-3.7	-3
- CN(C(=O)CCl)C1CCCc2ccccc21 (stereo not drawn)
    -21	x	0	-6	x	2	26	x	-1.1	-8
- CCOc1cc(/C=C2\SC(N)=NC2=O)ccc1O
    -22	-15	8	-9	-0.9	x	-12	-2.8	2.3	-2
- CCc1c(C#N)c(=O)[nH]c(=O)n1-c1ccccc1
    3	10	-5	-3	x	-6	x	0.8	-0.4	2
- O=C(CSC1=NCCS1)NC1CCCCC1
    1	5	4	7	-0.6	u	-18	0.2	0.7	1
- Cc1ccc(C(=O)Nc2ncc(C)s2)s1
    15	4	16	0	-0.6	0	15	-1.3	0.8	-4
- CCOC(=O)CCc1c(C)c2ccc(OC(C)C(=O)OCC)c(C)c2oc1=O (stereo not drawn)
    -6	-9	21	-17	1.0	2	-6	0.9	-1.5	51*
- Nc1c(Cl)cc(Cl)cc1C(=O)OCC(=O)N1CCCC1=O
    -27	0	5	x	-1.1	1	x	-0.9	0.2	13
- CC(=O)c1ccc(OCC(=O)N2CCCC(N3CCN(c4ccccc4C)CC3)C2)cc1 (stereo not drawn)
    -3	-1	-3	10	5.9	-8	14	-0.1	-0.4	-3
- CC(C)(C)CN1CCNC[C@H]1Cc1ccc(O)cc1
    1	4	6	1	-1.7	-3	x	2.2	-1.4	-2
- Cc1ccc(C)c(C(C)NC(=O)C2CCCO2)c1 (stereo not drawn)
    4	7	18	7	-0.5	u	13	-2.9	0.5	-2
- CC1CC(OCC(O)CN2CCN(Cc3ccccc3)CC2)CC(C)(C)C1 (stereo not drawn)
    3	-7	19	9	-0.9	-1	25	-4.1	1.5	4
- O=c1nc2c(-c3ccccc3F)n[nH]n2c2ccccc12
    -7	10	-2	-6	-0.4	17	27	1.5	-3.5	49*
- CCOC(=O)Cc1cnc(NC(=O)CSc2nc(C)c(CC)c(=O)[nH]2)s1
    -3	-2	3	0	x	11	16	8.0	-1.2	1
- CCCNC(=O)c1cccc(C(F)(F)F)c1
    5	0	3	x	x	-2	17	-1.3	-0.9	2
- Cc1cccc(OCC(=O)NCC(c2ccco2)N2CCCC2)c1 (stereo not drawn)
    0	x	-1	-7	0.5	-10	x	x	-2.4	-1
